# S100A4 inh HTS = inhibitors of human S100A4 binding to myosin IIA peptide | P26447 | S100A4/TAMRA-MyoIIA peptide fluorescence polarization | inhibition, % at 10.7 µM | 360,000 tested, 0.14% active | AID 652163;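 active = mean inhibition of at least 70% across replicates, with every replicate also reaching that level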
# Target sequence (P26447 whole entry, looked up): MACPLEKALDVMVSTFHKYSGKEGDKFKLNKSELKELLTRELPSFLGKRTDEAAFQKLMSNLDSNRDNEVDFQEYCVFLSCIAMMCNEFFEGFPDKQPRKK
#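 assay system = human S100A4 monomer with TAMRA-labelled myosin IIA peptide | also added = labelled myosin peptide probe, 5 nM | incubation = 5 min between mix addition and reading | control set = DMSO and TFP controls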
# RAD54 branch = RAD54 (human) branch migration inhibition; Q92698; RAD54 Holliday junction branch migration, FAM/BHQ fluorescence; inhibition, % at 10.4 µM; 360,000 tested, 0.14% active;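 active = mean normalized replicate activity at least 40 and at least half of replicates scoring 40 or more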;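 note: 0% = median of neutral control wells and 100% = median of positive control wells; inhibitors cause a drop in the FAM fluorescence signal; in these data hits start at about 50%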
# RAD52 inh = inhibitors of human RAD52 DNA annealing. 360,000 tested, 0.46% active. inhibition, % at 18.7 µM. recombinant RAD52 DNA annealing, FRET fluorescence. P43351. AID 651710;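 active = every replicate showing at least 50% inhibition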
# Target sequence (P43351 whole entry, looked up): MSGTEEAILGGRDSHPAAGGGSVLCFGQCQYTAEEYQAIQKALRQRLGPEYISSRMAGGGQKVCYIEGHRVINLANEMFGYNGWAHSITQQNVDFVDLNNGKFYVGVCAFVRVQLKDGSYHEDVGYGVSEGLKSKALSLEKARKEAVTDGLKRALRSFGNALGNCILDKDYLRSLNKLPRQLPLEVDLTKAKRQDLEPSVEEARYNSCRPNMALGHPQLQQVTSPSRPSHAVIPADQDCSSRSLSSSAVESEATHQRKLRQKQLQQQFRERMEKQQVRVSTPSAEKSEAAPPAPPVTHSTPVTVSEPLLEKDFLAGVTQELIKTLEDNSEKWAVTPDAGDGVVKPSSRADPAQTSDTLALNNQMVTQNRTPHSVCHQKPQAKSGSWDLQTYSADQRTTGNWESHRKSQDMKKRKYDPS
# ERAP1 HTS inh = ERAP1 (human) enzyme inhibition. inhibition, % at 10.7 µM. 340,000 tested, 0.15% active. Q9NZ08. recombinant ERAP1, Leu-AMC fluorescence, 60 min;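 active = mean replicate inhibition of at least 30%, or all replicates individually reaching that 30% level; inactive = mean below 30% and not every replicate reaching it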;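 note: 0% = neutral control wells and 100% = L-leucinethiol positive control wells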
# E-selectin induc = induces E-selectin expression in human endothelial cells | P16581 | HUVEC E-selectin immunofluorescence imaging; normalized: neutral wells 0, TNF-alpha wells 100 | activation, % at 7.58 µM | 260,000 tested, 0.37% active;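 active = mean E-selectin-positive cell signal at least 10% of the positive control, reached in at least 60% of replicates, without over 20% cell loss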;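 note: in these data hits start at about 27%; measured in HUVEC primary endothelial cells; signal is the percent of cells scored E-selectin positive by PE staining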
#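 Read-out: % PE-positive cells | Test system: HUVEC | Doses: One compound dose added by pin transfer | Buffer or medium: EGM-2 over gelatin coat | Signal: Immunofluorescence imaging | Benchmarks: TNF-alpha, DMSO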
# Xi reactivation = X-chromosome reactivation activator | XiGFP mouse fibroblasts, % GFP-positive cells imaging, 3 d; cells co-treated with 5-aza-dC sensitizer; scaled so ellipticine positive control = 100% | activation, % at 7.58 µM | 360,000 tested, 0.055% active | AID 743238;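 active = mean normalized replicate activation at least 10% and every replicate at or above 10%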;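 note: 0% = median of on-plate neutral control wells and 100% = ellipticine 6 µM median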
#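 material = 68-5-11 XiGFP fibroblast line | medium = DMEM plus 5-aza-dC sensitizer | schedule = 3 days compound exposure | benchmarks = positive control ellipticine, 6 µM final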
# ERp5 inh = blocks human ERp5 reductase activity on insulin; Q15084; AID 651711; ERp5 insulin aggregation, absorbance 650 nm, 90 min; inhibition, % at 9.99 µM; 350,000 tested, 0.05% active;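 active = mean replicate inhibition above about 25%, with every replicate also reaching it, limit read from the data, passing the limit was not always enough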
# Target sequence (Q15084 whole entry, looked up): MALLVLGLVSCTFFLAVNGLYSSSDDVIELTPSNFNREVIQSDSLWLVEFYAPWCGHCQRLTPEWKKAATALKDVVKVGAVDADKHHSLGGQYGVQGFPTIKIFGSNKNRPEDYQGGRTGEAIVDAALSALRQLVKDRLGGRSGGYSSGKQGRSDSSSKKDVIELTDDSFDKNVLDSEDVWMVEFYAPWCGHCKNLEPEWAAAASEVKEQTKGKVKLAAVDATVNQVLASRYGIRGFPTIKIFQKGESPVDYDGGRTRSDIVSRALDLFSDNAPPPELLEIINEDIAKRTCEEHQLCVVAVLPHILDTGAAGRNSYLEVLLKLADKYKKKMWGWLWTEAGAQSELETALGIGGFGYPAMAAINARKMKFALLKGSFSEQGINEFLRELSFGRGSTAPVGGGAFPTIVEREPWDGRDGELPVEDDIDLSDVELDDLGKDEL
# esBAF inh = inhibitors of esBAF chromatin remodeling in mouse ES cells. Bmi1-luciferase knock-in reporter, 24 h; 100% = twice the neutral-well signal. reporter increase, % at 12.5 µM. 350,000 tested, 2% active; in the data active = activation above about 40%;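 note: 0% = median of the plate's neutral control wells and 100% = double that signal; a rise in the Bmi1 reporter signal indicates esBAF inhibition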
# Active calls of the source: *; · = not tested or not shown; & = joins results of further samples. Random draw from the library; 2.5% or so of the library scored in one or more.
(1) NS(=O)(=O)c1ccc(NC(=O)COC(=O)c2ccc(Cl)cc2[N+](=O)[O-])cc1
(2) COC(=O)NC1(C(F)(F)F)C(=O)Nc2c1c(=O)n(C)c(=O)n2C (stereo unspecified)
(3) O=C(Nc1ccc(Cl)c(Cl)c1)c1ccccc1
(4) C[C@H](CO)N1C[C@H](C)[C@H](CN(C)C(=O)NC2CCCCC2)Oc2ccc(NC(=O)Cn3cnnn3)cc2CC1=O
(5) COC(=O)N(C)C[C@@H]1OCc2cn(nn2)CCCC(=O)N([C@@H](C)CO)C[C@H]1C
(6) CN(C)CCCNC(=O)C[C@@H]1C=C[C@@H](NC(=O)c2ccccc2F)[C@@H](CO)O1
(7) COc1ccccc1-c1nnc(NC(=O)CSc2nncn2C)s1
(8) CC1CCN(Cc2c(C(=O)N/N=C/c3ccccc3O)nnn2-c2nonc2N)CC1

Compound	1	2	3	4	5	6	7	8
S100A4 inh HTS	-1	-7	-3	-3	4&-2&0	6	7	2
RAD54 branch	·	-3	-6	-7	-1&-7	8	·	-4
RAD52 inh	-12	-3	-26	-1	-8&-6&-3	0	-15	-1
ERAP1 HTS inh	·	-1	-1	-3	-7&2&4	-2	0	2
E-selectin induc	-0.9	0.1	·	-0.1	0.1&0.1	-0.1	37*	·
Xi reactivation	0.0	0.0	0.0	0.0	-0.1&-0.5	0.3	0.0	0.1
ERp5 inh	5	0	2	5	-6&0&-2	6	-5	1
esBAF inh	-1	8	·	-2	-5&4&-2	-4	·	-49

# Whole records as entered above.
# CC1CCN(Cc2c(C(=O)N/N=C/c3ccccc3O)nnn2-c2nonc2N)CC1 reads S100A4 inh HTS = 2; RAD54 branch = -4; RAD52 inh = -1; ERAP1 HTS inh = 2; E-selectin induc = ·; Xi reactivation = 0.1; ERp5 inh = 1; esBAF inh = -49
# C[C@H](CO)N1C[C@H](C)[C@H](CN(C)C(=O)NC2CCCCC2)Oc2ccc(NC(=O)Cn3cnnn3)cc2CC1=O reads S100A4 inh HTS = -3; RAD54 branch = -7; RAD52 inh = -1; ERAP1 HTS inh = -3; E-selectin induc = -0.1; Xi reactivation = 0.0; ERp5 inh = 5; esBAF inh = -2

# Additional structures:
(9) COC(=O)c1cc2c(c3c4cc(F)ccc4n(S(=O)(=O)c4cccc(C)c4)c13)C(=O)N(Cc1ccc(C(F)(F)F)cc1)C2
(10) CC1Cc2ccccc2N1S(=O)(=O)c1cnc(Cl)c(Br)c1 (stereo unspecified)
(11) O=C1CNC[C@H]2[C@@H](c3ccc(C#CC4CCCC4)cc3)[C@H](CO)N12
(12) C[C@@H]1CN([C@H](C)CO)S(=O)(=O)c2ccc(-c3ccc(C#N)cc3)cc2O[C@@H]1CN(C)CC1CC1
(13) O=C(NCC(=O)N1CCCC(C(F)(F)F)C1)c1cccs1 (stereo unspecified)
(14) CO[C@H]1CN(C)C(=O)c2ccc(NC(=O)C3CCC3)cc2OC[C@@H](C)N(CC2CCCCC2)C[C@@H]1C
(15) CC1CN(C(=O)c2cccc(NS(=O)(=O)c3ccc(Br)cc3)c2)CC(C)O1 (stereo unspecified)
(16) CCN1CCN(C(=O)CN(c2cccc(Br)c2)S(=O)(=O)c2ccccc2)CC1

Compound	9	10	11	12	13	14	15	16
S100A4 inh HTS	-1	3	-11	2	-3	0	0	-6
RAD54 branch	·	-2	·	5	13	5	4	·
RAD52 inh	-26	-3	9	4	-3	-27	-7	-8
ERAP1 HTS inh	1	2	0	9	1	-2	-2	4
E-selectin induc	0.1	1.9	0.1	0.4	-1.6	-0.1	-0.1	-2.3
Xi reactivation	2.2	0.0	0.0	-0.6	-0.1	-0.6	0.0	0.4
ERp5 inh	2	1	2	14	5	-8	-4	13
esBAF inh	·	·	·	1	14	10	-3	·

(17) O=C(NCCC1CCCCN1S(=O)(=O)c1ccc(F)cc1)C(=O)NC1CCCC1 (stereo unspecified)
(18) CN(C)C(=O)[C@H]1[C@H](CO)[C@H]2Cn3c(cccc3=O)[C@@H]1N2CC1CCCC1
(19) COc1ccc(-c2ccc3c(c2)O[C@@H](CN(C)Cc2ccccc2C(=O)O)[C@H](C)CN([C@@H](C)CO)S3(=O)=O)cc1
(20) O=C(COn1nnc2ccc(C(F)(F)F)cc21)Nc1c(Cl)cccc1Cl
(21) Clc1ccc(C[n+]2cc(-c3ccccc3)n3c2CCCCC3)c(Cl)c1
(22) COc1ccc(Nc2nc(-c3ccccc3)nc3ccccc23)c(OC)c1
(23) Cc1cc(NC(=O)Cc2cn(Cc3ccccc3)c3ccccc23)ccc1Oc1cccnc1
(24) O=C1CC(c2ccc(O)cc2)Oc2ccccc21 (stereo unspecified)

Compound	17	18	19	20	21	22	23	24
S100A4 inh HTS	7	2	3	12	-7	3	2	-14
RAD54 branch	·	·	1	·	·	13	·	-5
RAD52 inh	-6	8	3	-12	-25	-12	-86	-13
ERAP1 HTS inh	1	-18	3	0	-7	13	1	4
E-selectin induc	-0.1	0.2	0.0	·	·	·	3.3	·
Xi reactivation	0.7	0.1	-0.3	0.0	0.1	0.0	0.0	0.0
ERp5 inh	5	1	0	0	-3	2	-1	-1
esBAF inh	0	·	2	·	·	-2	·	24

# Overlap with the part before: 3 entries, followed by the next part.
(22) COc1ccc(Nc2nc(-c3ccccc3)nc3ccccc23)c(OC)c1
(23) Cc1cc(NC(=O)Cc2cn(Cc3ccccc3)c3ccccc23)ccc1Oc1cccnc1
(24) O=C1CC(c2ccc(O)cc2)Oc2ccccc21 (stereo unspecified)
(25) COc1ccc(Cc2nnc(SCC(=O)N(C)CC(=O)Nc3ccc(C)cc3)o2)cc1
(26) CCOC(=O)C1=C(COC(=O)/C=C/c2ccc(SC)cc2)NC(=O)NC1C (stereo unspecified)
(27) O=C(NCc1cccnc1)c1cccc(-c2cc3ccccc3oc2=O)c1
(28) COc1ccc(NC(=O)N[C@H]2CC[C@H](CC(=O)NC3CCC3)O[C@H]2CO)cc1
(29) C[C@@H]1CN([C@H](C)CO)C(=O)c2cccc(NS(=O)(=O)c3cccs3)c2O[C@@H]1CN(C)S(C)(=O)=O
(30) Cn1c(=O)c([N+](=O)[O-])c(Cl)c2ccccc21
(31) CC(C)(C)NC(=O)C(=O)NNC(=O)c1ccco1
(32) Cc1[nH]c(=O)c(C#N)cc1-c1ccncc1

Compound	22	23	24	25	26	27	28	29	30	31	32
S100A4 inh HTS	3	2	-14	-2	-29	-1	-2	-18	0	-2	-3
RAD54 branch	13	·	-5	·	-5	·	0	1	-4	·	-5
RAD52 inh	-12	-86	-13	-11	6	-2	12	-15	-23	-3	-15
ERAP1 HTS inh	13	1	4	-5	-3	9	-1	-2	-4	3	-3
E-selectin induc	·	3.3	·	-0.1	0.0	·	0.1	-2.0	-1.3	·	58*
Xi reactivation	0.0	0.0	0.0	0.0	0.0	-0.1	0.3	0.4	-0.1	0.0	0.1
ERp5 inh	2	-1	-1	-5	-25	3	1	-6	3	-6	2
esBAF inh	-2	·	24	·	-1	·	-2	-3	-1	·	3

(33) Cc1ccn2c(CNCCn3cccn3)c(C(=O)N3CCCCCC3)nc2c1
(34) Cc1ccc(-c2nn(-c3ccc(F)cc3)cc2C(=O)N2CCN(C3CCS(=O)(=O)C3)CC2)cc1 (stereo unspecified)
(35) C[C@@H]1CN([C@@H](C)CO)C(=O)Cc2cc(NC(=O)Cc3cn(C)c4ccccc34)ccc2O[C@H]1CN(C)C(=O)Nc1ccc(C(F)(F)F)cc1
(36) COc1ccc(C)cc1NC(=O)Nc1cccc(C(=O)O)c1
(37) CC(=O)N1CCc2c(sc(NC(=O)Cc3ccc(F)cc3)c2C#N)C1
(38) C[C@@H]1CCCCO[C@@H](CN(C)Cc2ccc(C(F)(F)F)cc2)[C@H](C)CN([C@@H](C)CO)C(=O)c2cc(NS(=O)(=O)c3cn(C)cn3)ccc2O1
(39) COc1ccc(NC(=S)N(Cc2ccc(C(=O)O)cc2)Cc2ccc(OC)c(OC)c2)cc1
(40) O=C(C1CCCC1)N1CCN=C1SCc1cccc([N+](=O)[O-])c1

Compound	33	34	35	36	37	38	39	40
S100A4 inh HTS	-4	-1	0	14	4	-5	-2	0
RAD54 branch	·	1	-7	·	-5	0	-1	·
RAD52 inh	-10	-10	1	0	0	-3	-9	3
ERAP1 HTS inh	-4	4	0	-22	-2	0	2	2
E-selectin induc	0.1	·	-1.4	·	·	-0.3	-1.0	-1.3
Xi reactivation	0.2	0.1	-1.3	0.0	0.1	-0.9	0.5	0.4
ERp5 inh	2	-6	-7	3	·	0	0	5
esBAF inh	·	1	-5	·	-3	-2	2	·

(41) CN1C(=O)/C(=C/c2cn(CC(=O)NCc3ccco3)c3ccccc23)NC1=S
(42) COc1cc(OC)cc(C(=O)N[C@H](C(=O)Nc2nc3ccc(S(C)(=O)=O)cc3s2)C(C)C)c1
(43) Cc1csc(NC(=O)COCC(=O)O)c1-c1nc2ccccc2s1
(44) O=C(CCNC(=O)c1ccco1)NCCc1ccc(Cl)cc1
(45) O=C(CC12CC3CC(CC(C3)C1)C2)N1CCCC1
(46) O=C(CSc1nnnn1C1CCCCC1)Nc1ccccc1N1CCOCC1
(47) Cc1ccc(CNc2ncnc3ccc(-c4ccoc4C)cc23)o1
(48) N#C[C@H]1[C@H](c2ccc(C#Cc3cccc(F)c3)cc2)[C@H](CO)N1C(=O)C1CCCC1

Compound	41	42	43	44	45	46	47	48
S100A4 inh HTS	-2	-7	6	-4	-1	6	-5	-12
RAD54 branch	·	4	9	-4	-1	·	-2	-1
RAD52 inh	-26	-8	-6	-16	-3	-9	-36	-33
ERAP1 HTS inh	1	2	-16	4	-1	2	·	1
E-selectin induc	-4.5	6.0	0.2	0.1	·	·	4.0	0.0
Xi reactivation	0.1	0.0	-0.1	0.1	·	0.1	0.2	0.1
ERp5 inh	-6	-2	1	4	4	-3	-3	-6
esBAF inh	·	6	·	·	-9	·	-10	38

# 2 entries drawn at random from those above:
(45) O=C(CC12CC3CC(CC(C3)C1)C2)N1CCCC1
(42) COc1cc(OC)cc(C(=O)N[C@H](C(=O)Nc2nc3ccc(S(C)(=O)=O)cc3s2)C(C)C)c1

Compound	45	42
S100A4 inh HTS	-1	-7
RAD54 branch	-1	4
RAD52 inh	-3	-8
ERAP1 HTS inh	-1	2
E-selectin induc	·	6.0
Xi reactivation	·	0.0
ERp5 inh	4	-2
esBAF inh	-9	6

# More structures follow.
(49) Cc1nc(Cl)cc(N/N=C/c2ccc(O)cc2)n1
(50) CO[C@H](CN(C)C(=O)c1cnccn1)[C@@H](C)CN([C@H](C)CO)S(=O)(=O)c1ccc(C)cc1
(51) C=CCC[C@@H](Cc1ccc(F)cc1)C(=O)OC[C@@H](NC(=O)[C@H](CC=C)CC(=O)NCCO)C(C)(C)C
(52) Cc1ccccc1CSc1nnc(CCCCCNC(=O)OC(C)(C)C)o1

Compound	49	50	51	52
S100A4 inh HTS	4	-1	-4	-5
RAD54 branch	-2	-2	-9	-18
RAD52 inh	1	-22	-11	-13
ERAP1 HTS inh	0	-7	1	·
E-selectin induc	·	0.1	0.0	·
Xi reactivation	0.0	-0.1	0.0	0.0
ERp5 inh	2	-3	0	2
esBAF inh	-4	-2	-3	·

# Filtered by structure: those above containing a tert-butyl group
(31) CC(C)(C)NC(=O)C(=O)NNC(=O)c1ccco1
(51) C=CCC[C@@H](Cc1ccc(F)cc1)C(=O)OC[C@@H](NC(=O)[C@H](CC=C)CC(=O)NCCO)C(C)(C)C
(52) Cc1ccccc1CSc1nnc(CCCCCNC(=O)OC(C)(C)C)o1

Compound	31	51	52
S100A4 inh HTS	-2	-4	-5
RAD54 branch	·	-9	-18
RAD52 inh	-3	-11	-13
ERAP1 HTS inh	3	1	·
E-selectin induc	·	0.0	·
Xi reactivation	0.0	0.0	0.0
ERp5 inh	-6	0	2
esBAF inh	·	-3	·
